Compound activity: PubChem BioAssay, several laboratories
MK inhibit = S. pneumoniae mevalonate kinase inhibition; purified MK, PK/LDH-coupled NADH absorbance 340 nm; 65,000 tested, 0.48% active; inhibition, % at 10 µM;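 active = ranked among the strongest by inhibition in the single 10 µM screen, a fixed top-ranked set picked for dose follow-up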; note: no value below 0 was filed
Bfl-1 displacement = Bfl-1 inhibitors, primary screen, biochemical, fluorescence polarization, FITC-Bid, mouse (AID 432); FITC-Bid BH3 peptide fluorescence polarization displacement; higher % means a stronger effect; displacement, % at 20 µM, or IC50 in µM where a hit was titrated; 64,000 tested, 0.02% active; in the data active = a potency from the dose series; inactive = the rest, 99 in 100 with displacement below about 15%; note: strong numbers were not always called active
Spn DPM-DC inh = S. pneumoniae DPM-DC inhibition; AID 556; purified DPM-DC, PK/LDH coupled NADH fluorescence; calls only at 10 µM; 65,000 tested, 0.49% active;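 active = the 320 compounds with the highest percent inhibition in the single-dose primary screen, excluding strongly autofluorescent ones, cut at about 32% in these data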;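 note: kinetic rate of NADH fluorescence loss reporting ADP formed by the decarboxylase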
HPDE-C7K KRASV12 = viability loss of HPDE-C7K cells – cell-based, fluorescence, HTS, primary screen (AID 431). cytotoxicity, % at 10 µM; hits with a dose series show EC50 in µM. 63,000 tested, 1.7% active. HPDE-C7K KRASV12 cells, Alamar Blue viability, 48 h; higher % means a stronger effect;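 active = compounds whose percent cytotoxicity in the single-dose primary screen, scaled between solvent and toxic-drug controls, exceeds 50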;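 note: 0% = DMSO solvent wells and 100% = doxorubicin-treated wells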
HPDE-C7 viability = cytotoxicity in HPDE-C7 cells, cell-based, fluorescence, HTS (AID 430) | HPDE-C7 pancreatic duct cells viability, fluorescence; higher % means a stronger effect | one-dose cytotoxicity, % at 10 µM; EC50 in µM for titrated hits | 63,000 tested, 1.8% active;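 note: cells exposed to compound for 48 hours before viability readout; 0% = vehicle and 100% = reference cytotoxic drug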
Spn PMK inh = inhibitors of Streptococcus pneumoniae phosphomevalonate kinase; 65,000 tested, 0.49% active; inhibition, % at 10 µM; AID 539; purified PMK, PK/LDH-coupled NADH absorbance 340 nm;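 active = top-ranked compounds by inhibition in the single 10 µM screen, taking a fixed number of the strongest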;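 note: 0% = full reaction with DMSO carrier and 100% = background rate without enzyme reaction; no value below 0 was filed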
Alkaline phosphatase = human TNAP enzyme inhibitors, biochemical, luminescent (AID 518). 64,000 tested, 0.09% active. inhibition, % at 20 µM, or IC50 in µM where a hit was titrated. purified TNAP enzyme, luminescent substrate readout; higher % means a stronger effect; in the data active = a potency from the dose series; inactive = the rest, 99 in 100 with inhibition below about 22%;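 note: plate controls were vehicle for no effect and reference inhibitor for full effect; many of its hits are not listed in these tables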
HT1080 cytotoxicity = HT1080 cell viability loss – fluorescence readout (AID 620); HT1080 viability, fluorescence; higher % means a stronger effect; one-dose cytotoxicity, % at 10 µM; EC50 in µM for titrated hits; 87,000 tested, 0.42% active;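 note: cells exposed to compound overnight then 4 h with Alamar Blue; 0% = vehicle DMSO and 100% = killing control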
LYP phosphatase = LYP phosphatase inhibitors, primary screen, biochemical, DiFMUP fluorescence, recombinant catalytic domain, 10 µM (AID 606); inhibition, % at 10 µM, or IC50 in µM where a hit was titrated; 52,000 tested, under 10 active; recombinant LYP catalytic domain, DiFMUP fluorescence; higher % means a stronger effect;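 active = IC50 under 40 µM in the dose-response test; inactive = IC50 of 40 µM or more, or never dose-tested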
Spn PMK inh pilot replicates = also measured in Spn PMK inh; calls as there; inhibition, %; measured here: pilot screen replicates
MK inhibit pilot replicates = recorded beside MK inhibit, whose call it bears; inhibition, %; measured here: pilot screen replicates
Spn DPM-DC inh pilot screen % = further read-out of Spn DPM-DC inh, marked with its call; inhibition, %; measured here: pilot screen trials
Active calls of the source: *; i = inactive; x = not tested or not shown. Cut-off read from the data, not from the text of the source, unless noted: active = cytotoxicity above about 50%; inactive = the rest.

SMILES	MK inhibit	Bfl-1 displacement	Spn DPM-DC inh	HPDE-C7K KRASV12	HPDE-C7 viability	Spn PMK inh	Alkaline phosphatase	HT1080 cytotoxicity	LYP phosphatase	others
CCN1CCCC1CNC1=NCCCCC1 (stereo not drawn)	0	-1%	i	-15%	-13%	10	7%	0%	-1%
COc1cc2nc(-c3cccs3)oc(=O)c2cc1OC	11	-8%	i	10%	17%	3	6%	x	0%
O=C(Nc1cnn(C23CC4CC(CC(C4)C2)C3)c1)c1cnn2cccnc12	9	-8%	i	-11%	-10%	6	11%	-11%	3%
COc1ccc(C2CC(c3ccc(F)cc3)Nc3nc(N)nn32)cc1OC (stereo not drawn)	2	-2%	i	1%	4%	0	6%	7%	0%
Cc1nn2c3c(cnc2c1-c1ccccc1)C(=O)CC(c1ccco1)C3 (stereo not drawn)	15	-3%	i	x	x	1	0%	12%	4%
COc1cc([C@@H]2[C@H]3CN(C)CC=C3C(C#N)=C(N)C2(C#N)C#N)cc2c1OCO2	10	15%	i	13%	15%	0	12%	0%	6%	Spn PMK inh pilot replicates=0.0;MK inhibit pilot replicates=0.0;Spn DPM-DC inh pilot screen %=0.0
O=C(Nn1cnc2ccccc2c1=O)c1ccccc1Cl	0	-3%	i	-20%	-17%	11	0%	-6%	x
Cc1ccc(C)c(NC(=O)CSc2nnc(-c3ccccc3C)o2)c1	x	-5%	i	-13%	-17%	2	11%	-2%	18%
Cc1cccc(NC(=O)CSc2nnc(CSc3nc(C)cc(C)n3)o2)c1	9	-7%	i	12%	-4%	10	11%	15%	9%
O=C(NCc1ccco1)C(NS(=O)(=O)c1cccc2nsnc12)c1ccccc1 (stereo not drawn)	1	0%	i	-2%	4%	13	9%	3%	2%
Cc1csc(NC(=O)CNS(=O)(=O)c2cccs2)n1	10	-4%	i	-3%	-26%	0	-9%	-8%	10%
O=C(NCc1cccnc1)c1cc(-c2ccco2)on1	0	-18%	i	-11%	2%	17	1%	3%	14%
Cc1cc(NC(=O)c2cc3nc4c(c(C(F)(F)F)n3n2)CCc2ccccc2-4)no1	8	-8%	x	-11%	-7%	23	10%	-3%	6%
Cn1cc(C(=O)NC2CCCCCCC2)c(=O)c2cc(S(=O)(=O)N3CCCC3)ccc21	9	0%	i	-4%	-19%	12	12%	6%	-18%	Spn PMK inh pilot replicates=2.0;MK inhibit pilot replicates=0.0;Spn DPM-DC inh pilot screen %=0.5
CCOC(=O)/C=C1\SCC(=O)N1CCOc1cccc(Br)c1	2	3%	i	x	x	16	14%	-4%	11%

Structures from the list above with a thiophene ring, fused or not, in the order listed:
SMILES	MK inhibit	Bfl-1 displacement	Spn DPM-DC inh	HPDE-C7K KRASV12	HPDE-C7 viability	Spn PMK inh	Alkaline phosphatase	HT1080 cytotoxicity	LYP phosphatase	others
COc1cc2nc(-c3cccs3)oc(=O)c2cc1OC	11	-8%	i	10%	17%	3	6%	x	0%
Cc1csc(NC(=O)CNS(=O)(=O)c2cccs2)n1	10	-4%	i	-3%	-26%	0	-9%	-8%	10%

(listing goes on)
SMILES	MK inhibit	Bfl-1 displacement	Spn DPM-DC inh	HPDE-C7K KRASV12	HPDE-C7 viability	Spn PMK inh	Alkaline phosphatase	HT1080 cytotoxicity	LYP phosphatase	others
CSCC[C@H](NC(=O)OC(C)(C)C)c1nnc(SCC(N)=O)o1	4	-2%	i	-16%	-22%	12	7%	-3%	12%
COCCNC(=O)Cc1ccc(Br)cc1	8	1%	i	4%	0%	0	9%	6%	-11%
CCN(CC)c1ccc(C2Nc3cccc4cccc(c34)N2)c(O)c1	0	3%	i	33%	30%	3	14%	-1%	6%
CCCN1C2CCCC1CC(NC(=O)Nc1cccc(C(C)=O)c1)C2 (stereo not drawn)	15	2%	i	2%	-10%	4	3%	-5%	x	Spn PMK inh pilot replicates=0.0;MK inhibit pilot replicates=0.5;Spn DPM-DC inh pilot screen %=0.0
COc1ccc(NC(=O)C2CCCN(S(=O)(=O)c3cccc4cccnc34)C2)cc1OC (stereo not drawn)	3	-8%	i	9%	3%	5	12%	2%	11%	Spn PMK inh pilot replicates=6.0;MK inhibit pilot replicates=3.0;Spn DPM-DC inh pilot screen %=1.0
N#CCCN(C1CCCCC1)S(=O)(=O)CCOc1ccccc1	12	7%	i	-4%	-10%	8	-1%	-5%	-1%
CC(C)c1nc2cc3ccccc3cc2[nH]1	10	-5%	i	-5%	-15%	0	4%	x	x
COC(=O)CSc1nc2ccccc2n1CC(=O)N(C(C)C)C(C)C	0	-1%	i	3%	-2%	14	4%	1%	14%
CC(C)(C)n1nnnc1C(c1ccccc1F)N(Cc1ccco1)CC1CCCO1 (stereo not drawn)	1	0%	i	1%	2%	14	-4%	10%	7%
O=C(c1ccccc1)c1coc2ccc(O)c(Cl)c12	9	-2%	i	-15%	-5%	18	1%	5%	x
CC(=O)Nc1ccc(S(=O)(=O)NCc2ccc(C(=O)NCCN3CCCCCC3)cc2)cc1	0	-5%	i	-10%	-18%	1	6%	-2%	-4%
C=CCc1cccc2cc(NC(C)=O)c(=O)oc12	2	-2%	i	-6%	-13%	2	4%	0%	1%
O=S1(=O)CCN2C(=N1)SC1=C2CCN(Cc2ccccc2)C1	0	0%	i	3%	17%	8	18%	15%	2%	Spn PMK inh pilot replicates=3.0;MK inhibit pilot replicates=0.0;Spn DPM-DC inh pilot screen %=0.0
Cn1c(C(=O)NCc2ccccn2)cc2c(=O)n(C)c3ccccc3c21	16	-5%	i	5%	11%	7	37%	1%	x
COc1ccc(S(=O)(=O)N2CCN(Cc3ccc4c(c3)OCO4)CC2)c2ccccc12	5	-7%	i	9%	6%	7	9%	2%	2%
CCc1c(C)nc(/N=C(/NC(=O)c2ccccc2)Nc2ccccc2OC)[nH]c1=O	10	0%	i	-2%	-8%	10	9%	2%	9%
N#CC12CCCCC1CC1CCCCC1(C#N)N2Cc1ccccn1 (stereo not drawn)	4	4%	i	-19%	-9%	1	1%	-18%	4%
COC(=O)c1c(C#N)c(N)nc2c1CCC2	11	-6%	x	1%	-10%	3	13%	5%	-5%	Spn PMK inh pilot replicates=0.0;MK inhibit pilot replicates=0.0
CCOC(=O)c1ccccc1NC1c2ccccc2C(=O)N1C1CCN(C(=O)OCC)CC1 (stereo not drawn)	5	-4%	x	17%	17%	0	14%	3%	18%	Spn PMK inh pilot replicates=2.5;MK inhibit pilot replicates=0.0
COc1ccc(OC)c(C2=NOC(C(=O)Nc3cccnc3)C2)c1 (stereo not drawn)	2	-2%	i	18%	14%	16	11%	26%	-2%	Spn PMK inh pilot replicates=0.5;Spn DPM-DC inh pilot screen %=0.5
COCCNc1nc(SCC(=O)N2CCN(c3ccccc3OC)CC2)nc2ccccc12	5	0%	i	10%	10%	0	0%	1%	3%
CCc1c(C)nc2cc(-c3cccs3)[nH]n2c1=O	4	30%	x	-1%	7%	1	8%	2%	2%
Cc1ccc(-c2noc(CN3CCN(Cc4ccccc4)CC3)n2)cc1	7	x	i	x	x	6	x	0%	1%
COCCNC(=O)CSc1nc2ccccc2c(=O)n1CCCC(=O)NCc1ccccc1	7	-2%	i	-7%	-5%	12	5%	2%	4%
CCN1CCN(Cc2nc3c(c(=O)n(C)c(=O)n3C)n2CC(=O)c2ccccc2)CC1	2	3%	i	2%	0%	0	0%	8%	13%	Spn PMK inh pilot replicates=2.0;MK inhibit pilot replicates=2.0;Spn DPM-DC inh pilot screen %=2.5
Cc1c(C(=O)OC2CCCC2C)[nH]c2c1C(=O)CCC2 (stereo not drawn)	4	-4%	i	11%	-1%	9	11%	-5%	2%
C=CCNC(=O)CN(c1cccc(Br)c1)S(C)(=O)=O	1	3%	i	-2%	-7%	0	1%	8%	3%	Spn PMK inh pilot replicates=1.5;MK inhibit pilot replicates=1.0;Spn DPM-DC inh pilot screen %=0.0
NC(=O)NC(Cc1ccccc1)C(=O)O (stereo not drawn)	4	-8%	i	5%	9%	20	6%	-2%	-12%
Cc1c(C(=O)N2CC(C)OC(C)C2)oc2ccccc12 (stereo not drawn)	8	3%	i	3%	5%	0	9%	0%	8%
CCNc1oc(-c2cccc3ccccc23)nc1C#N	8	-1%	x	-11%	-8%	0	11%	5%	10%
COc1ccc(S(=O)(=O)NCc2cn3c(C)csc3n2)cc1F	1	4%	i	-1%	-7%	1	9%	-2%	x
Cc1cc(C)n2cc(CSc3nnnn3C)nc2n1	10	0%	x	12%	17%	11	18%	11%	6%	Spn PMK inh pilot replicates=2.5;MK inhibit pilot replicates=1.0
O=C(NCc1cccs1)C1CCN(S(=O)(=O)c2cccc3cccnc23)CC1	9	3%	i	-22%	-21%	0	-3%	-3%	0%
O=C(Cn1cnc2c(nnn2Cc2ccc(Cl)cc2)c1=O)NC1CCCC1	9	-6%	i	-12%	-25%	10	10%	2%	19%
CCCCNC(=O)C(C#N)c1nc2ccccc2nc1N1CCCC1 (stereo not drawn)	9	37%	i	-16%	-5%	14	20%	-7%	10%	Spn PMK inh pilot replicates=2.5;MK inhibit pilot replicates=0.0;Spn DPM-DC inh pilot screen %=20
O=C(NCc1cccs1)c1ccccc1C(=O)NCc1cccs1	8	-11%	i	-5%	0%	0	4%	-11%	-4%
Cc1[nH]c2ccccc2c1C(=O)CSc1nc2cc(S(=O)(=O)N3CCCCC3)ccc2o1	0	-2%	i	2%	-15%	13	1%	0%	12%
CCOc1ccc2nc(SCc3ccc(C(=O)OC)o3)[nH]c2c1	0	1%	i	-16%	-9%	0	-4%	7%	-2%	Spn PMK inh pilot replicates=1.5;MK inhibit pilot replicates=2.0;Spn DPM-DC inh pilot screen %=1.5
Fc1cnc(N2CCOCC2)nc1NCc1ccccc1	1	-1%	i	-17%	-15%	0	8%	4%	-4%
CCN(CC)S(=O)(=O)c1cc(Br)c(C)cc1OC	4	8%	i	13%	-7%	7	8%	1%	-2%
CCn1c(SCC(=O)Nc2cc(C)ccc2C)nnc1-c1cnccn1	5	-1%	i	-13%	-11%	2	8%	13%	-1%
Cc1ccc(S(=O)(=O)NC2=NCN(Cc3ccccc3)CN2)cc1	11	-1%	i	-2%	-10%	7	-6%	4%	11%
COC(=O)c1sccc1NC(=O)c1cc2c(s1)CCCC2	6	7%	i	-14%	-20%	0	12%	-3%	9%
O=C(Nc1cccc(F)c1)C1C2C=CC3(CN(CCCN4CCOCC4)C(=O)C13)O2 (stereo not drawn)	8	-4%	i	15%	6%	4	17%	0%	4%	Spn PMK inh pilot replicates=0.0;MK inhibit pilot replicates=3.5;Spn DPM-DC inh pilot screen %=1.5
CCOC(=O)N1CCN(c2c(N3CCOCC3)c(=O)c2=O)CC1	18	8%	i	1%	-4%	3	1%	-3%	-4%
CCN(CC)CCN1C(=O)C2C3c4ccccc4C(c4ccccc43)C2C1=O (stereo not drawn)	0	-2%	i	5%	-6%	3	15%	-1%	x
CCOc1ccc(-c2nnc(-c3ccco3)o2)cc1	3	-4%	i	2%	0%	0	-1%	x	16%
Cc1ccc(/C=N/c2sc3c(c2C#N)CCCCC3)o1	0	4%	i	-9%	-9%	8	10%	-1%	-4%
CC(NC(=O)CCNS(=O)(=O)c1ccc2c(c1)c(=O)n(C)c(=O)n2C)c1ccccc1 (stereo not drawn)	4	1%	i	-5%	0%	16	2%	5%	11%
